# HCT116 PTEN-null = growth suppression of PTEN-null HCT116, primary screen, cell-based, CellTiter-Glo; HCT116 PTEN-null viability, 60 h; active compounds read low; viability, % at 10 µM; 140,000 compounds, 1.2% hits;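 active means viability at or below a set limit, 4 SD under the median of all tested compounds, cut at about 3.7% in these data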;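 further: PTEN knockout HCT116 line with beta catenin targeted HCT116 as companion control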
# Measles CPE = compounds protecting cells from measles virus cytopathic effect, primary screen, measles RdRp inhibitor project, single point, MLSMR library, absorbance. Measles virus-infected cells, CPE protection. protection (pct of control), % at 4 µM. 140,000 compounds, 1.5% hits; in the data active means protection mostly above about 24%, no sharp cut-off; inactive means mostly below about 26%; further: some compounds called inactive have numbers as strong as hits
# GALR2 blocker = GALR2 antagonists in receptor-expressing cells, primary screen; antagonist mode; inhibition, % at 4 µM; 140,000 compounds, 0.39% hits; AID 828, 2007; in the data active means inhibition above about 27%;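 further: cells stimulated with galanin 1-16 at roughly its EC80; 0% = agonist challenge control and 100% = basal control without agonist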
# Target sequence (O43603 whole entry, looked up): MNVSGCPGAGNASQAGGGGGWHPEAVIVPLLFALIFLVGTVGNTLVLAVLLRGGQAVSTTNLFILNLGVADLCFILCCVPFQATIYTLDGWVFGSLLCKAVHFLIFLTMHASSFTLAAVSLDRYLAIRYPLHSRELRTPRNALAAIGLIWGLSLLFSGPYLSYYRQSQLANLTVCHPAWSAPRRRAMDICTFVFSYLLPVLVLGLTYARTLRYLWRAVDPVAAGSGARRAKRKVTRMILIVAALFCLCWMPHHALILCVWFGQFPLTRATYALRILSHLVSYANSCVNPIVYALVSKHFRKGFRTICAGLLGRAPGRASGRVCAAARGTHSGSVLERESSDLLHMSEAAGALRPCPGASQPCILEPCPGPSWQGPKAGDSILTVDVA
# bCat KO growth = primary screen for growth suppressors in beta-catenin knockout HCT116 cells (colon tumor, human); 140,000 compounds, 1.5% hits; HCT116 beta-catenin knockout viability, CellTiter-Glo, 60 h; active compounds read low; viability, % at 10 µM; AID 818, 2007;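 active means viability at or under a set limit, the compound median less 4 SD, cut at about 6% in these data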;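 further: 0% = Hyamine 1622 control at 20 µM and 100% = untreated cell control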
# BB579 growth dn = growth inhibitors of yeast BB579 in restrictive medium, primary screen, yeast lifespan-shortening project, S. cerevisiae | OD615, 48 h | inhibition, % at 10 µM | 140,000 compounds, 0.51% hits | AID 804, 2007;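 active means inhibition above a set limit, 3 SD over the mean compound inhibition, cut at about 44% in these data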; further: inactives centre near -24
#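 test system = yeast BB579 (DeaD) | buffer or medium = restrictive CSMM-D medium | doses = single compound dose of 10 µM, 0.25% DMSO final | times = 4 h preincubation and 48 h exposure at 30 °C | technique = culture absorbance at 615 nm | benchmarks = amphotericin B 10 µg/mL, positive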
# MRP1 act = H69AR viability gain despite doxorubicin, primary screen, MRP-1 activator project, H69AR cells, CellTiter-Glo | viability rescue | viability increase, % at 10 µM | 140,000 compounds, 0.61% hits | AID 799, 2007;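 active means viability gain under doxorubicin at or above a set limit, the compound median plus 3 SD, cut at about 4.7% in these data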;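 further: MRP-1 overexpressing cells given doxorubicin 25 µM after compound pretreatment; 18-22 h compound pretreatment then 72 h with doxorubicin before readout; 0% = doxorubicin-only wells and 100% = vehicle-treated cells without doxorubicin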
# Phagocyt inh = inhibitors of macrophage phagocytosis, primary screen, imaging, J774A.1 cells, IgG beads | 110,000 compounds, 0.07% hits | J774A.1 macrophage IgG-bead phagocytosis | inhibition, % at 5 µM | AID 1029, 2008;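 active means inhibition above the mean of the plate negative controls plus 5 SD, cut at about 13% in these data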;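 further: phagocytic index as fraction of beads internalized from green versus red external bead signal; plate controls were DMSO negative control for no effect and cytochalasin-D positive control for full effect; some results beyond the cut were filed as inactive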
# NPY Y2 blocker = NPY-Y2 receptor antagonists, primary screen, cell-based; Neuropeptide Y receptor type 2 (Homo sapiens), P49146; NPY-Y2 expressing cells, antagonist mode; 140,000 compounds, 0.99% hits; inhibition, % at 2.7 µM; in the data active means inhibition above about 17%;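 further: 0% = vehicle with agonist challenge and 100% = reference antagonist with challenge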
# Target sequence (P49146 whole entry, looked up): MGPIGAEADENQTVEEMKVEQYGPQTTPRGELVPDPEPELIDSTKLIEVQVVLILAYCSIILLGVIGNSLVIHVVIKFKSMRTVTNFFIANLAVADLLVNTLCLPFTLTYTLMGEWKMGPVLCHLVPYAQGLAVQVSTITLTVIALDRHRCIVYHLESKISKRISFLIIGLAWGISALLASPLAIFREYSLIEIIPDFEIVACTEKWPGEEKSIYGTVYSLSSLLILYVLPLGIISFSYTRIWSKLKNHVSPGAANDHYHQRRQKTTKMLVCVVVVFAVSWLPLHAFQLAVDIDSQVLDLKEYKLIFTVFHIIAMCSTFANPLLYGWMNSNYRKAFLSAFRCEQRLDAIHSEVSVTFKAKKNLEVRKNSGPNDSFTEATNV
# E-sel TNF inh = E-selectin induction blockers in HUVEC – imaging, immunofluorescence, high content, primary screen. inhibition, % at 2 µM. 120,000 compounds, 0.71% hits. HUVEC TNFa-induced E-selectin immunofluorescence;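 active means inhibition above the batch mean plus 3 SD, and confirmed as a hit on visual image review, cut at about 43% in these data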;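 further: 0% = TNF-stimulated DMSO wells and 100% = unstimulated control wells; not every result past the cut was called active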
# Yeast life ext = compounds extending yeast replicative lifespan, primary screen, S. cerevisiae, OD615 | S. cerevisiae growth with nicotinamide; deaD strain in restrictive glucose medium | inhibition of the nicotinamide effect, % at 10 µM | 130,000 compounds, 0.68% hits | AID 775, 2007;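 active means inhibition above a set limit, placed 3 SD over the median of all compounds, cut at about 26% in these data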;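 further: 0% = nicotinamide-treated wells and 100% = cells grown without nicotinamide; some compounds called inactive have numbers as strong as hits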
#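 System: Modified budding yeast, DeaD strain | Buffer or medium: Restrictive glucose medium | Also added: 1.5 mM nicotinamide | Doses: 10 µM single point, 0.25% DMSO | Schedule: 48 h compound exposure at 30 °C, humidified | Detection: Absorbance at 615 nm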
# Starred values were filed as active, the others as inactive; x = not tested or not shown.
SMILES	Phagocyt inh	MRP1 act	HCT116 PTEN-null	GALR2 blocker	E-sel TNF inh	NPY Y2 blocker	Measles CPE	Yeast life ext	BB579 growth dn	bCat KO growth
NC(=O)NC(=O)COC(=O)c1ccccc1Oc1ccccc1	2	-0.6	97	9	-22	0	5	-3	-19	91
COC(=O)c1ccc(NC(=O)c2cn(-c3ccccc3)nc2-c2ccncc2)cc1	0	-0.7	62	9	27	0	4	-15	-24	58
COc1ccccc1OCCOCCOc1c(C)cc(C)cc1Br	-5	-1.6	101	3	x	11	6	3	-26	89
CCCOc1ccc(/C=N/NC(=O)C2CCCN2S(=O)(=O)c2ccc(Cl)cc2)cc1 (centres undefined)	-3	-2.3	89	11	-1	10	23	-2	-4	83
COc1ccc(NC(=S)N2CCN(Cc3ccco3)CC2)c(OC)c1	-13	-0.7	88	-6	-10	-1	6	-2	-6	90
COc1cc(N=C2C(=O)N3CCCc4cccc2c43)cc(OC)c1	-4	-2.2	96	-6	x	0	21	-3	11	85
CC(C(=O)O)N1C(=O)/C(=C/c2cccn2C)SC1=S (centres undefined)	-2	-1.9	98	-6	x	7	7	2	3	97
CN1CCN(Cc2nc3c([nH]2)c(=O)[nH]c(=O)n3C)CC1	-1	0.8	109	-3	x	2	10	-7	-9	101
COC(=O)C(C#N)c1nc2ccccc2nc1N1CCCC1 (centres undefined)	-1	-2.8	86	6	-4	1	6	-2	-35	99
CC(=O)c1c(C)[nH]c(C(=O)CSc2nnc(-c3ccco3)n2Cc2ccccc2)c1C	-1	-4.8	55	-8	x	0	15	-21	-13	54
COc1ccc(N(CC(=O)N2CCc3ccccc3C2)S(C)(=O)=O)cc1OC	0	-0.1	107	-2	20	1	10	3	-13	91
O=C(N/N=C\c1cccc(Cl)c1)c1n[nH]c2c1CCCC2	-11	1.2	96	23	x	2	12	2	-29	90
Cc1cccc(C(C)C)c1NC(=O)C1CN(S(=O)(=O)c2ccccc2)CCN1S(=O)(=O)c1ccccc1 (centres undefined)	-9	-2.5	94	-10	x	0	10	1	-26	83
O=C(OCCCN1C(=O)c2ccccc2C1=O)c1ccco1	-1	0.7	101	-4	-6	0	7	-10	-46	99
CCCC(CCC)C(=O)NCCN1CCOCC1	x	-1.6	88	-13	20	1	19	-11	-57	97
FC(F)(F)c1nnc2ccc(-n3ccnc3)nn12	0	-1.9	97	-1	-3	4	13	0	-45	92
O=C(NCc1ccccc1Cl)C1CCN(S(=O)(=O)N2CCCCCC2)CC1	-1	-0.5	89	11	-90	1	40	-13	-24	94
CC(C)c1nnc(SCC(=O)NCCC2=CCCCC2)n1N	-1	-0.7	113	9	-11	2	13	-7	-50	100
COc1ccc(C(C)=O)cc1CSc1nnc(Nc2ccccc2C)s1	-2	6.0*	80	24	x	3	11	1	9	86
CCCn1c(C)cc(C(=O)COc2ccc(C)nc2[N+](=O)[O-])c1C	-6	-5.4	10	-9	-32	12	13	-4	-28	13
CC(NC(=O)c1ccc(N(C)C)cc1)C(c1cccs1)N1CCN(C)CC1 (centres undefined)	x	-1.2	93	10	0	5	9	-8	-29	93
COc1cc(C#N)ccc1OCC(=O)c1ccc2c(c1)OCCO2	-1	-2.7	84	-4	-2	1	11	-30	-7	65
CC1(C)N=C(N)N=C(N)N1c1ccc(C(=O)O)cc1	-1	-1.1	87	-11	-14	-1	4	-10	-3	101
CC(C)(C)NS(=O)(=O)c1ccc(OCC(=O)Nc2ccc3c(c2)OCCO3)cc1	-1	0.2	89	8	9	0	7	-4	-36	88
CN(C)S(=O)(=O)c1cccc2nsnc12	0	-3.1	96	3	x	0	20	-20	-51	108
NC(=O)NOCc1ncc(C(F)(F)F)cc1Cl	-2	-2.9	89	-8	3	0	5	2	-37	88
CC1CCCC(C)N1CC(O)COc1ccc(Cl)cc1 (centres undefined)	2	-2.7	91	0	x	3	4	-3	-28	93
CS(=O)(=O)N(CC(=O)N1CCN(c2ccc(F)cc2)CC1)C1CCCCC1	-5	-2.9	84	11	5	-2	27	-6	-17	102
CC(=O)N1CCC(C(=O)Nc2nc(-c3ccccc3)ns2)CC1	x	-3.5	83	4	-12	6	5	x	-6	91
COC(=O)N1[C@H](Cc2ccccc2)C=C[C@]1(C)C(=O)O	x	-1.8	94	-5	x	2	9	3	-17	92
Cn1c(C(=O)NCCCN2CCc3ccccc3C2)cc2c(=O)n(C)c3ccccc3c21	0	-4.7	53	4	3	2	8	-3	-29	46
O=C(NCc1ccccn1)c1ccc(CNS(=O)(=O)c2cccc(Cl)c2)cc1	-7	-3.1	108	-12	x	2	27	-3	-4	86
CC(C)C(=O)Nc1ccc2c(c1)C(=O)N(CCC(=O)O)C2=O	0	-2.4	94	-5	-14	-2	6	-11	7	89
COC(=O)c1ccc(Oc2ccc(C(C)(C)C)cc2)c([N+](=O)[O-])c1	x	-2.2	72	-3	-14	0	25	-6	-18	75
CS(=O)(=O)N1N=C(c2ccco2)CC1c1ccc(Cl)cc1 (centres undefined)	-10	0.7	93	-4	-9	1	11	4	-33	102
CCOC(=O)C1CCN(C(=O)c2ccco2)CC1	0	0.6	107	3	x	-1	7	-10	-19	103
COC(=O)c1ccc(CSc2nc3ccc(S(=O)(=O)N4CCOCC4)cc3[nH]2)cc1	-5	2.9	85	-1	x	0	7	-2	-30	93
Cn1c(Cn2c(=O)sc3ccccc32)nnc1SCC(=O)N1CCCC1	x	-2.2	97	3	-9	4	10	-1	-44	102
O=C1C=C(Nc2ccc(Cl)cc2)CC(c2ccc(Cl)cc2)C1 (centres undefined)	x	-2.4	44	-4	-3	7	11	-15	-6	60
Cc1nnc(SCc2nc3ccccc3s2)n1-c1ccccc1	x	-3.8	82	15	x	2	12	-5	-39	89
CCn1c(/N=C/c2ccccc2NS(=O)(=O)c2ccc(C)cc2)nc2ccccc21	-7	-4.9	68	3	x	-1	66*	50*	-5	70
COc1ccc(-c2cn3cccnc3n2)cc1NC(=O)c1ccc(Br)o1	0	0.1	60	11	x	-1	4	-12	-28	66
Cc1ccc(-c2c[n+](CC(=O)Nc3cc(=O)n(C)c(=O)n3C)c3n2CCC3)cc1	-10	0.5	81	8	x	2	x	8	-8	88
CCn1c(N)c(C(=O)NCC2CCCO2)sc1=S (centres undefined)	0	-1.2	81	10	9	-1	3	2	-12	79
CCOc1ccc(-c2nnc(SCC(=O)Nc3ccc4c(c3)c3ccccc3n4CC)n2N)cc1	-3	-3.1	5	-26	23	0	x	-16	-27	3.9*
CC1=NC(C(F)(F)F)(C(F)(F)F)C2=C(CC(C)(C)CC2=O)N1Cc1ccco1	-1	0.6	88	2	-1	4	1	-13	-28	85
COc1cccc(C2C(C(=O)c3cccs3)=C(O)C(=O)N2c2cc(C)on2)c1 (centres undefined)	-3	-0.3	91	-1	x	6	37*	6	-25	94
CC(C)(C)c1ccc(OCCNC(=O)Cc2ccc(F)cc2)cc1	x	-0.3	91	6	x	1	28	1	-31	86
Cc1ccc(C(=O)NCCSc2ccc(Cl)cc2)cc1[N+](=O)[O-]	x	-1.6	90	-18	-7	5	5	-26	-48	89
CCCCN(CCCC)CP(=O)(c1ccccc1)c1ccccc1	-1	-1.4	67	21	-4	26*	5	-5	27	62

# The list continues.
SMILES	Phagocyt inh	MRP1 act	HCT116 PTEN-null	GALR2 blocker	E-sel TNF inh	NPY Y2 blocker	Measles CPE	Yeast life ext	BB579 growth dn	bCat KO growth
COCCn1c(C)cc(C(=O)CSc2ccc3ccccc3n2)c1C	0	-0.2	87	-11	-11	7	17	-8	-41	90
O=S(=O)(c1ccc(OCC(O)CNCc2ccco2)c(Cl)c1)N1CCOCC1 (centres undefined)	-1	-0.8	99	2	1	2	20	-12	-48	97
c1ccc(-n2cnc3cc(NCc4ccccn4)ccc32)cc1	0	-2.9	100	14	-26	0	4	-5	-40	92
Cn1c(CCN2CCCCC2)nc2cc(NS(=O)(=O)c3ccc(Cl)cc3)ccc21	-1	-6.3	16	x	x	x	17	-29	-34	13
COc1ccc(-c2nnc(SCC(=O)N3CCCCC3)o2)cc1OC	0	-2.1	92	6	-2	1	16	-3	-19	96
Cc1ccccc1NC(=O)C1CCCN(S(=O)(=O)c2c(C)noc2C)C1 (centres undefined)	-1	-2.8	93	13	-3	2	7	7	-22	99
COC(=O)CSc1nnc(CNS(=O)(=O)c2ccc(C)cc2)n1C	1	-0.8	104	-15	16	3	2	-10	-46	107
CC(=O)n1c(Cl)c(NC(=O)CCl)c2ccccc21	-1	-3.3	33	7	-3	0	10	-13	-25	33
COc1ccccc1CNC(=O)Cc1ccc(Br)cc1	0	-3.5	84	3	20	6	6	0	-30	90
CCOC(=O)N1CCc2c(sc3c2c(=O)n(Cc2ccccc2)c(=O)n3Cc2ccc(C)cc2)C1	x	2.5	66	-8	-6	2	5	3	-10	75
O=C(CN1CCN(Cc2ccccc2F)C1=O)NCc1cccnc1	0	-0.2	96	2	x	3	11	-4	-49	94
O=C1CCCN1CCCNc1ncnc2c1[nH]c1ccc(Cl)cc12	-5	-5.0	73	-18	3	-4	14	-25	-41	64
CCOC(=O)CCc1c(C)nc2cc(-c3ccc(F)cc3)[nH]n2c1=O	-2	0.6	80	-20	32	-2	6	-23	-35	93
O=C(O)c1[nH]c2ccccc2c1-c1ccccc1	x	-1.3	96	-12	22	7	18	3	-10	94
O=C(CSc1nc2ccccc2c(=O)n1C1CC1)NCc1ccccc1	-3	-3.6	88	8	-37	1	5	1	-29	92
Cc1ccc(OCC(=O)NC2CCS(=O)(=O)C2)cc1 (centres undefined)	-1	-1.6	109	-1	-5	2	29	-5	12	98
O=C(Oc1ccc2c(c1)OCO2)c1cccs1	-2	-0.3	91	2	x	3	7	-18	-77	87
CCC(Cc1ccccc1)NC(=O)CCn1cccc1 (centres undefined)	x	-0.8	105	-7	-16	3	9	-10	-65	100
O=C1C2C3C=CC(C3)C2C(=O)N1CNc1ccc(O)cc1 (centres undefined)	0	2.4	98	x	x	x	7	-1	-51	91
COCCn1c(=NC(=O)c2nc3ccccc3s2)sc2cc(S(C)(=O)=O)ccc21	-10	-3.8	75	-1	-7	3	3	3	-28	80
c1ccc(Cc2nnc3sc(-c4ccncc4)nn23)cc1	-1	-1.5	104	5	-5	-3	12	-2	-74	95
Clc1ccsc1-c1ccc2ccccc2n1	3	-2.1	92	8	7	3	11	-12	7	91
COC(=O)c1ccc(C2C(Oc3ccccc3)C(=O)N2CCc2ccc(F)cc2)cc1 (centres undefined)	x	-2.3	59	4	-4	24*	6	-12	-21	75

# Screening results: PubChem, several laboratories
